Screening results deposited in PubChem by National Center for Advancing Translational Sciences (NCATS).
TRb SRC2 PPI = TRbeta-SRC2 interaction inhibition. hit rate 0.065% among 280,000. P10828. TRbeta-SRC2 peptide binding, fluorescence polarization; receptor liganded with 1 µM T3. Potency, µM (doses to about 106 µM), for inactives: at the highest dose activity change, negative = inhibition, actives largely listed as inhibitors;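 note: plate controls were bound peptide for no effect and peptide without receptor for full effect; nearly all actives have a fitted effect of over 50% in size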
Target sequence (P10828 whole entry, looked up): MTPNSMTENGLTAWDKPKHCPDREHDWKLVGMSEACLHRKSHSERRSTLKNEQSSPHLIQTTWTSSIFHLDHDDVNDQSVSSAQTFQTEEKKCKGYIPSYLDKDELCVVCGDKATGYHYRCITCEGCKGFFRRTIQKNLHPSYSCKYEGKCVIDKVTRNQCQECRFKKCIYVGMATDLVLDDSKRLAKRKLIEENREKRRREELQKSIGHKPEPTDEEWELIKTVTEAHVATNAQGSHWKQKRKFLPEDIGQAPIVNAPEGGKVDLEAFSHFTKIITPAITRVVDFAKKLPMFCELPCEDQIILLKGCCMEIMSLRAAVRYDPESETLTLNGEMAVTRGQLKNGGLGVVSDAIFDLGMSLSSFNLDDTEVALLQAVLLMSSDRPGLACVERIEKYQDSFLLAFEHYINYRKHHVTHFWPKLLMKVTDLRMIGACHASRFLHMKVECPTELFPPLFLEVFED
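Fluorescence polarization of 20 nM Texas Red SRC2 peptide with 0.6 uM human TRb ligand-binding domain, in Tris buffer with 1uM T3 and 5% DMSO. Incubated 5 hr ambient; normalized to unbound and bound controls.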
RGS12 GoLoco inh = blocks human Gai1 binding to RGS12 GoLoco peptide, red readout. P63096. Gai1:RGS12 GoLoco peptide FP, rhodamine, 10 min. Potency, µM (titrated, usually from 61.6 µM), for the others: at the top dose activity, negative = inhibition, actives largely listed as inhibitors. hit rate 0.44% among 230,000; active = well fitted inhibition curve with a large enough effect, not every such curve was filed as active; inactive = no such curve, though single readings can be large or run the other way; note: nearly all actives have a fitted effect of over 30% in size; many of its hits are not listed in these tables
RECQ1 helicase = blocks DNA unwinding by human RECQ1. RECQ1 DNA unwinding, red fluorescence kinetic read. Potency, µM (doses to about 57.3 µM), for inactives: top-dose activity, negative = inhibition, actives largely listed as inhibitors. hit rate 0.54% among 240,000. P46063;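 note: plate controls were vehicle for no effect and no enzyme for full effect; nearly all actives have a fitted effect of over 30% in size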
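50 nM RECQ1T1 preincubated 15 min with compound in Tris pH 8.0 buffer with MgCl2, DTT, Tween-20 and 2.5 ug/ml poly(dI-dC); started with 200 nM TAMRA/BHQ-2 forked duplex and 2 mM ATP. Unwinding read as fluorescence (525/598 nm), two reads 2 h apart.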
Tau FP inhib = blocks human tau fibril formation measured by polarization; AID 1468; K18 P301L tau heparin fibrillization, Alexa594 FP, 6 h; hit rate 0.39% among 280,000; Potency, µM (highest dose often 57.7 µM), for inactives: at the top dose activity, negative = inhibition, usual class: inhibitors; P10636; note: nearly all actives have a fitted effect of over 55% in size
Target sequence (P10636 561-689 P618L limits assumed): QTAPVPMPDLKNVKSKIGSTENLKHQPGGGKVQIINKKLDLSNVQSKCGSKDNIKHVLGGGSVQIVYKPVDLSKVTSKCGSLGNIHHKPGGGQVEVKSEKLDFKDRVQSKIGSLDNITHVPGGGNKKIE
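FP of Alexa 594-tau after heparin (20 uM) induction. Substrate: human K18 P301L, 15 uM unlabeled, 0.24 uM labeled. Buffer 100 mM sodium acetate pH 7. 6 hr, 37 C.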
TR SRC2 fluor cs = counter-screen for TRb-SRC2 inhibitors: fluorescence interference | TRb/SRC2 Texas Red total fluorescence interference | Potency, µM (doses to about 106 µM), inactives show at the highest dose fluorescence change, negative = quenching | hit rate 0.29% among 280,000; active = well fitted curve in either direction with a large enough effect; inconclusive = small, poorly fitted or top-dose-only effect
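Flags fluorescent or light-absorbing compounds by total fluorescence, S + 2P, at 555 nm excitation and 632 nm emission. Mixture: 20 nM Texas Red SRC2 peptide, 0.6 uM human TRb LBD, 1 uM T3, 5% DMSO; compound exposure 5 h at ambient temperature.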
L3MBTL1 block = L3MBTL1 (human) inhibition. hit rate 0.66% among 230,000. Potency, µM (top dose mostly 57.1 µM), for inactives: at the top dose activity, negative = inhibition, usual class: inhibitors. AID 485360. Q9Y468. AlphaScreen L3MBTL1–H3K9me1 peptide binding; note: nearly all actives have a fitted effect of over 60% in size
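First, the protein-peptide complex forms for 30 min at room temperature (L3MBTL1 50 nM, biotinylated H3K9me1 peptide 75 nM). Next, compounds are pin-transferred and incubated 30 min. Finally, AlphaScreen beads are added and read after 30 min.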
KDM4E inh = inhibitors of human JMJD2E histone demethylase; B2RXH2; JMJD2E catalytic domain, FDH-coupled NADH fluorescence (FDH is formaldehyde dehydrogenase); Potency, µM (highest dose often 57.1 µM), for inactives: at the highest dose activity change, negative = inhibition, usual class: inhibitors; hit rate 1.6% among 230,000; AID 2147; active = well fitted inhibition curve with a large enough effect, not every such curve was filed as active; inconclusive = small, poorly fitted or top-dose-only effect, or another doubt; inactive = no such curve, though single readings can be large or run the other way;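 note: 0% = wells with enzyme and -100% = buffer wells without enzyme; nearly all actives have a fitted effect of over 50% in size; many of its hits are not listed in these tables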
Target sequence (B2RXH2 1-337 limits assumed): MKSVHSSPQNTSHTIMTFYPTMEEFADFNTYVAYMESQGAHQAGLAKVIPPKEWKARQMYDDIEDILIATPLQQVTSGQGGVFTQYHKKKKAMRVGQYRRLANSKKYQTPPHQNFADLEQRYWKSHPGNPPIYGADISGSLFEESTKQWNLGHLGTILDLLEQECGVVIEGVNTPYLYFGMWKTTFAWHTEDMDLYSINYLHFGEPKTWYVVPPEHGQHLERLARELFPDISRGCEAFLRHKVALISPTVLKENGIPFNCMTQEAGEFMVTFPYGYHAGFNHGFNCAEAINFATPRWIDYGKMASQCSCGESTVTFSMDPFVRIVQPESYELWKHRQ
Tau fibril ThT = inhibitors of human tau fibril formation, thioflavin T binding; recombinant tau K18 P301L, heparin-induced fibrillization, ThT fluorescence; Potency, µM (highest dose often 57.4 µM), for inactives: top-dose activity, negative = inhibition, usual class: inhibitors; hit rate 2.1% among 270,000; note: nearly all actives have a fitted effect of over 55% in size
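Fibril formation assay: tau K18 P301L at 15 uM with trace Alexa 594 label, heparin inducer 20 uM, pH 7 sodium acetate buffer, 37 C for 6 hr; endpoint ThT signal.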
An asterisk follows results filed as active; i = inactive; ? = inconclusive; · = no result given; & = joins results of further samples; [ ] = dose if it differs, or a comment. Unless noted, calls come from the whole dose curve; as a rule, active = well fitted curve in the direction sought with a large enough effect; inconclusive = small, poorly fitted or top-dose-only effect, or another doubt; inactive = no such curve, though single readings can be large; an effect the other way counts as inactive or inconclusive. Unless noted, % is set by controls: 0 for no effect and ±100 for the full control effect; potency is the fitted concentration of half-maximal effect. This is a subset (hit frequency here may not be typical).

Each structure is followed by: TRb SRC2 PPI	RGS12 GoLoco inh	RECQ1 helicase	Tau FP inhib	TR SRC2 fluor cs	L3MBTL1 block	KDM4E inh	Tau fibril ThT
- CCSc1ncc(Cl)c(C(=O)Nc2ccc(S(=O)(=O)N(C)c3ccccc3)cc2)n1
  -5%	·	·	-5%	0%	·	·	-3%
- Cc1cccc(NC(=O)Cn2c(=O)n(CCCCCC(=O)NCc3ccc4c(c3)OCO4)c(=O)c3sccc32)c1
  -4%	·	·	-19%	-1%	·	·	6%
- O=C(O)c1cccc(N2C(=O)C3CC=C(Cl)CC3C2=O)c1 (centres undefined)
  -12%	0%	·	-5%	1%	·	4%	-6%
- Cc1csc(NC(=O)CSc2nnc(-c3ccncc3)o2)n1
  -1%	7%	0%	-1%	-1%	20%	1%	-12%
- O=C(NC(=S)NCc1ccncc1)c1ccccc1
  -2%	10%	i	-8%	-3%	4%	?	-2%
- COc1cc(/C=C2\N=C(c3ccccc3)OC2=O)ccc1OCc1c(C)no[n+]1[O-]
  -3%	0%	-5%	4%	-5%	-6%	-2%	7%
- CN(CC1CCCO1)S(=O)(=O)c1ccc(C(=O)Nc2nccs2)cc1 (centres undefined)
  -9%	3%	i	0%	1%	·	-10%	·
- CCn1c(C)nc2cc(OC)ccc21
  3%	-4%	20%	-6%	0%	-10%	4%	-1%
- COc1cc(NC(N)=S)c(OC)cc1Cl
  -4%	2%	-4%	-1%	0%	-8%	-1%	-3%
- O=C(CSc1ccccn1)Nc1cccc([N+](=O)[O-])c1
  -1%	0%	-10%	1%	-2%	11%	-4%	-8%
- O=C(NCCN1C(=O)S/C(=C/c2ccccc2)C1=O)C1CCCN1C(=O)c1cccs1 (centres undefined)
  -1%	·	-6%	3%	-1%	-8%	0%	-15%
- Cc1ccccc1-c1nc(CS(=O)CC(=O)NCCc2ccc(Cl)cc2)c(C)o1 (centres undefined)
  -18%	·	·	0%	?	·	·	-10%
- C(=N/n1c2ccccc2c2ccccc21)/c1ccco1
  5%	46%[activator]	-8%	-7%	-5%	?	-11%	?
- Cc1nn(Cc2c(Cl)cccc2Cl)c(C)c1NC(=O)CCCn1nc([N+](=O)[O-])c(Cl)c1C
  2%	-13%	-4%	6%	-1%	4%	7%	-8%
- CCCC(=O)Nc1cc(C)c(NC(=O)c2cccs2)cn1
  5%	3%	i	6%	-2%	6%	7%	5%
- Cn1nc(C(F)(F)F)c(/C=N/OC(=O)c2ccccc2)c1SCc1ccc(Cl)cc1
  1%	0%	6%	2%	1%	2%	3%	-4%
- CCN(Cc1ccncc1)Cc1nc(Cc2ccccc2Cl)no1
  5%	16%	-2%	-1%	2%	3%	6%	-14%
- O=C1CSC(c2cccnc2)N1Cc1ccc(Cl)cc1 (centres undefined)
  -3%	-62%	-8%	1%	0%	11%	3%	0%
- O=C1CCCc2nc(N3CCN(Cc4ccccc4)CC3)ncc21
  -5%	5%	7%	3%	-1%	-1%	-6%	-12%
- CCC1CCCCN1C(=S)Nc1ccc(OC(F)F)cc1 (centres undefined)
  11%	-8%	6%	8%	5%	-3%	3%	18%
- c1ccc(N2CCN(c3nnnn3-c3ccccc3)CC2)cc1
  12%	-4%	-4%	1%	0%	-2%	-1%	-5%
- O=C(O)CC/C(=N\NC(=O)CNC(=O)c1cccc(Cl)c1)c1ccccc1
  5%	-1%	10%	2%	-3%	-4%	10%	-3%
- CCCC(=NCCc1c(C)[nH]c2ccccc12)C1=C(O)CC(c2ccccc2)CC1=O (centres undefined)
  3%	3%	-10%	7%	0%	-10%	0%	?
- COc1ccc(-n2nnc3c(=O)n(CC(=O)N4CCC(C)CC4)cnc32)cc1
  3%	11%	-1%	1%	-1%	-13%	-7%	-11%
- CCOC(=O)N1CCC(NC(=O)c2ccc3c(c2)N(Cc2ccc(Cl)cc2)C(=O)c2ccccc2S3(=O)=O)CC1
  2%	·	·	-1%	?	·	·	-3%
- Cc1c(Br)c([N+](=O)[O-])nn1CC(=O)N(C)Cc1ccccc1
  7%	-3%	0%	0%	1%	0%	3%	?
- CNS(=O)(=O)c1ccc(NS(=O)(=O)c2ccccc2F)cc1
  6%	13%	1%	1%	-5%	1%	-1%	3%
- CC(C)(C)c1cnnn1-c1ccc(C=O)cc1
  -9%	7%	-1%	7%	-3%	1%	-5%	-11%
- Cc1ccccc1C(=O)O/N=C/c1c(N2CCOCC2)n(C)c2ccccc12
  4%	-10%	-4%	17%	-2%	-20%	-5%	-13%
- Cc1cccc(/C=N/NC(=O)Cn2nccc2C)n1
  7%	·	-8%	-6%	-2%	26%	-9%	-14%
- CC(C1CCCC(=O)C1)[N+](=O)[O-] (centres undefined)
  18%	4%	-2%	0%	-1%	·	10%	-10%
- Cc1ccc(-c2c[n+]3c(n2-c2ccccc2)SCC3)cc1
  1%	-1%	-1%	1%	-3%	2%	8%	10%
- FC(F)(F)c1nnc2n1N=C(c1cccs1)CS2
  -9%	-6%	i	?	-1%	·	9%	2%
- Cc1csc(SCC(=O)Nc2ccccn2)n1
  4%	-7%	i	1%	2%	·	-3%	-4%
- Cc1ccc(CCNC(=O)C2CCCN(S(=O)(=O)c3cnc[nH]3)C2)cc1 (centres undefined)
  8%	3%	-11%	0%	1%	10%	2%	-7%
- Cc1cccn2c(=O)c(C(=O)NCCc3ccc(Cl)cc3)cnc12
  -3%	·	·	3%	-29%	·	·	?
- N#CC(C#N)=C(N)/C(C#N)=C/c1ccc2[nH]ccc2c1
  0%&-6%	58%&70%[activator]	-6%	-13%&-7%	-13%&-6%	·	·	14µM*
- C=C(C)C(=O)O[C@H]1C/C(C)=C\C(=O)/C=C(\C)[C@H](O)[C@@H]2OC(=O)C(=C)[C@@H]21
  0%	-12%	?	?	2%	·	?	?
- CCc1ccc(Nc2ncnc3c2cnn3-c2cc(Cl)ccc2C)cc1
  1%	·	·	?	-1%	·	·	2%
- C/C(=C\C(=O)Nc1cscc1C)C(=O)O
  -8%	3%	-3%	-2%	-6%	8%	-20%	?

As entered above.
N#CC(C#N)=C(N)/C(C#N)=C/c1ccc2[nH]ccc2c1 in Tau FP inhib → -13%&-7%
CCCC(=NCCc1c(C)[nH]c2ccccc12)C1=C(O)CC(c2ccccc2)CC1=O (centres undefined) in TR SRC2 fluor cs → 0%
CCOC(=O)N1CCC(NC(=O)c2ccc3c(c2)N(Cc2ccc(Cl)cc2)C(=O)c2ccccc2S3(=O)=O)CC1 in Tau FP inhib → -1%

Two entries drawn at random from those above, as already listed:
Each structure is followed by: TRb SRC2 PPI	RGS12 GoLoco inh	RECQ1 helicase	Tau FP inhib	TR SRC2 fluor cs	L3MBTL1 block	KDM4E inh	Tau fibril ThT
- COc1ccc(-n2nnc3c(=O)n(CC(=O)N4CCC(C)CC4)cnc32)cc1
  3%	11%	-1%	1%	-1%	-13%	-7%	-11%
- Cc1ccccc1C(=O)O/N=C/c1c(N2CCOCC2)n(C)c2ccccc12
  4%	-10%	-4%	17%	-2%	-20%	-5%	-13%

(list continues)
| compound | TRb SRC2 PPI | RGS12 GoLoco inh | RECQ1 helicase | Tau FP inhib | TR SRC2 fluor cs | L3MBTL1 block | KDM4E inh | Tau fibril ThT |
| --- | --- | --- | --- | --- | --- | --- | --- | --- |
| CN1CCN(C(=O)C2CCN(S(=O)(=O)c3cnc[nH]3)CC2)CC1 | -9% | 0% | i | 0% | 1% | · | 7% | 1% |
| CCCc1[nH]c(=O)c(C#N)c2c1CCCC2 | -4% | 8% | i | 5% | -5% | -4% | ? | 2% |
| CCOc1ccc(S(=O)(=O)NCc2cccn2Cc2cccc(C)c2)cc1 | -2% | · | · | 5% | -1% | · | · | 6% |
| Cn1c(SCc2ccccc2Cl)nc(C(F)(F)F)cc1=O | -13% | 6% | -3% | -11% | -1% | 8% | 8% | -8% |
| COc1ccc2c3c(c(=O)oc2c1OCC(=O)C(C)(C)C)CCCC3 | -1% | -7% | -8% | -6% | 0% | 0% | ? | -9% |
| Cc1cccc2c1CC(C)(C)N=C2C1=C(O)CC(C)(C)CC1=O | -16% | 5% | -16% | -13% | 2% | 8% | 7% | 0% |
| O=C1c2ccccc2C(=O)N1c1n[nH]c(CCc2ccccc2)n1 | 3% | -4% | 0% | -4% | 1% | 1% | -3% | 2% |
| CCc1ccccc1NC(=S)N1CCC(NC(=O)c2ccc(OC)cc2)CC1 | -9%[53 µM] | 18% | i | 2% | 2%[53 µM] | 2% | 1% | -5% |
| Cc1nc2sc3c(c2c(=N)n1N)CCCC3 | -2% | 14% | i | 2% | -1% | 3% | ? | 0% |
| Cc1nccn1CCC(=O)Nc1ccc(Cl)cc1 | -8% | -6% | 5% | 5% | 1% | · | 4% | 0% |
| Cc1ccc(C)n1-c1ccc(N(C)C)cc1 | -6% | -20% | -23% | ? | 6% | · | 16µM* | 13µM* |
| O=C(O)c1cccc(C(=O)c2cccc(C(=O)O)c2)c1 | -1% | -4% | i | 0% | -2% | 6% | 0% | -5% |
| COc1ccc(N(CC(=O)N/N=C/c2cc3ccc(OC)cc3nc2Cl)S(=O)(=O)c2ccccc2)cc1 | 6% | 6% | 0% | -8% | -1% | 4% | ? | -13% |
| CCC(C(=O)N1CCN(c2ccccc2OC)CC1)c1ccccc1 (centres undefined) | 4% | -3% | 2% | 8% | 0% | -17% | -2% | 22% |
| CCCCCCn1c(O)c(/C=C2\C=NN=C2c2ccccc2)sc1=S | 4% | -2% | -1% | 8% | -1% | -14% | 1% | 4% |
| CC(=O)Nc1nnc(CSCc2ccc(F)cc2)s1 | -4% | -1% | -1% | 13% | -7% | 0% | -1% | 1% |
